Compound activity as filed in PubChem.
AMA1 RON2 block: qHTS for Inhibitors of AMA1-RON; Towards Development of Antimalarial Drug Lead: Primary Screen. Plasmodium falciparum AMA1 (3D7) - RON2 peptide interaction. 360,000 tested, 0.2% active. Potency, µM (titrated, usually from 58.2 µM), for the others: at the top dose activity change, negative = inhibition, usual class: inhibitors. AID 720542, 2013. AlphaScreen AMA1-biotinylated RON2 peptide binding;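 further: potency means the concentration at half of the fitted maximal effect; 0% = vehicle wells and -100% = peptide control; nearly all actives have a fitted effect of over 45% in size; some results filed as inactive show a strong effect at the top dose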
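AMA1 (3D7) with his tag at 25 nM final met compounds first, then biotinylated RON2 peptide at 25 nM; detection used donor plus acceptor beads, 10 µg/mL apiece, read by AlphaScreen after 30 min at room temperature.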
AmpC detergent: qHTS Inhibitors of AmpC Beta-Lactamase (assay with detergent). Potency, µM (highest dose often 114 µM), without a hit: at the highest dose activity change, negative = inhibition, actives largely listed as inhibitors. AmpC hydrolysis of nitrocefin, absorbance 480 nm, 0.01% Triton. 370,000 tested, 0.041% active;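 further: potency means the concentration at half of the fitted maximal effect; 0% = no-compound wells and -100% = no-enzyme wells; nearly all actives have a fitted effect of over 25% in size; some results filed as inactive show a strong effect at the top dose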
Target sequence (P00811 whole entry, looked up): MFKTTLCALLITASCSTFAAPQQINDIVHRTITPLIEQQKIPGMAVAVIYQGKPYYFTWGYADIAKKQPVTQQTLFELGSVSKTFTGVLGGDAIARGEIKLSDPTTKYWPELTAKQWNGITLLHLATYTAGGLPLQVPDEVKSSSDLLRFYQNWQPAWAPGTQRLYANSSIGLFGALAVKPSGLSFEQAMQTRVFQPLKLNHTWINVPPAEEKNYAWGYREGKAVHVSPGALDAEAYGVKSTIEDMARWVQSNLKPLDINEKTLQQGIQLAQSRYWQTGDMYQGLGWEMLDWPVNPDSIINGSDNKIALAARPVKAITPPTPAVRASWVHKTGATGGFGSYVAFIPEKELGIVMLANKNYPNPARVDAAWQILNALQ
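20 mM phosphate pH 7.0 + 0.01% (detergent screen) or 0.0001% Triton X-100; 5.3 nM AmpC reagent; cpd preinc 15 min RT; nitrocefin (800 uM stock) to start; A480 q20 s × 4 min; Activity was normalised to no-enzyme and no-compound control wells.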
HCMV antiviral: qHTS Assay for inhibitors of the human cytomegalovirus (HCMV); HFF cells, HCMV-luciferase reporter, 72 h; stronger effect = lower value; activity change, negative = inhibition, % at 57.5 µM; 410,000 tested, 4.5% active; AID 1259415, 2018; in the data active means activity change below about -60%; inconclusive means no clear call, values can overlap the other calls; inactive means above about -39%
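Two-dose cell screen: HFF monolayers treated with compounds and infected with luciferase-expressing HCMV at 1 PFU/cell, 72 h at 37C, then lysed for luciferase measurement.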
FBPA Giardia inh: qHTS Assay for Inhibitors of Fructose-1,6-bisphosphate Aldolase from Giardia Lamblia; purified Giardia FBPA; Potency, µM (series often up to 59.6 µM), for inactives: top-dose activity, negative = inhibition, actives largely listed as inhibitors; 290,000 tested, 0.71% active; AID 2451, 2010; further: potency means the concentration at half of the fitted maximal effect; nearly all actives have a fitted effect of over 55% in size
Target sequence (A8B2U2 whole entry, looked up): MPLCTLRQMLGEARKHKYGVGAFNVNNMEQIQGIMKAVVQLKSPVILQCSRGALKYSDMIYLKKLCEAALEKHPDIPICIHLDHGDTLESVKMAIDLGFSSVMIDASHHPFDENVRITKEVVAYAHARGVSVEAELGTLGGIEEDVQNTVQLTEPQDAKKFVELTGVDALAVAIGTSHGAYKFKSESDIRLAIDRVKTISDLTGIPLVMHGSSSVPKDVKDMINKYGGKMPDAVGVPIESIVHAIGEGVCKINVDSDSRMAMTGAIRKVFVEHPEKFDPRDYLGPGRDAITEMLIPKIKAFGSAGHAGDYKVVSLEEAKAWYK
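40 nM FBPA preincubated 10 min at RT with compound (up to 57.5 uM final), then substrate plus GAPDH/TPI/NAD/arsenate coupling and diaphorase/resazurin added. Fluorescence read after 20 min at RT, 525/598 nm.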
Sm TGR block: qHTS Assay for the Inhibitors of Schistosoma Mansoni Peroxiredoxins | Potency, µM (highest dose often 114 µM), for inactives: at the highest dose activity change, negative = inhibition, usual class: inhibitors | Schistosoma mansoni thioredoxin glutathione reductase (TGR), Q962Y6 | purified TGR, DTNB reduction, TNB absorbance 405 nm | 360,000 tested, 3% active; further: potency means the concentration at half of the fitted maximal effect; nearly all actives have a fitted effect of over 60% in size
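First, TGR (20 nM dispensed) and NADPH were mixed with compound. Second, a 15 min room-temperature incubation followed. Third, further NADPH and then DTNB were added to start the reaction. Finally, TNB absorbance was monitored kinetically.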
HCV inh: qHTS Assay for Inhibitors of Hepatitis C Virus (HCV) | Huh7.5.1 HCVcc-Cre infection, luciferase reporter, 44 h | 340,000 tested, 3.4% active | Potency, µM (highest dose often 41.8 µM), for inactives: at the highest dose activity change, negative = inhibition, hits mostly inhibitors | AID 651820, 2012; further: potency means the concentration at half of the fitted maximal effect
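Infectious HCV cell culture screen: compound-treated cells (1,000/well, pre-plated 4 h) are infected with HCVcc-Cre at roughly 0.5 moi and grown 44 h. Infection is quantified by luciferase signal after 15 min substrate incubation at room temperature.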
* marks the source's active call; other numbers are inactive results; ? = inconclusive; · = not tested or not shown; & = joins results of further samples; [ ] = another dose, or the depositor's remark. Unless noted, the call rests on the fitted dose curve; in most records, active means well fitted curve in the direction sought with a large enough effect; inconclusive means small, poorly fitted or top-dose-only effect, or another doubt; inactive means no such curve, though single readings can be large; an effect the other way counts as inactive or inconclusive. Unless noted, on the % scale 0 is the no-effect control and ±100 the full control effect. This is a random part of the collection. Share with any hit: about 9.3%.

SMILES	AMA1 RON2 block	AmpC detergent	HCMV antiviral	FBPA Giardia inh	Sm TGR block	HCV inh
Oc1nc(Nc2ccc(F)cc2)sc1/C=C1\C=Nc2ccccc21	-16%	4%	?	-2%	-34%	?
Cc1ccc(C)c(-n2ccnc2SCC(=O)O)c1	0%	2%	-4	5%	4%	7%
Cc1cc(NCc2ccccn2)n2c(nc3ccccc32)c1C#N	9%	2%	-19	-1%	-8%[57.1 µM]	11%
COc1ccc(N2CC(C(=O)Nc3cc(C)on3)CC2=O)cc1 (stereo not given)	-1%	-4%	11	6%	1%	-1%
Cc1nnc(-c2ccc(Cl)cc2)nc1NCCN(C)C	-8%	-2%	-19	1%	·	10%
CN(CC(=O)NC1CCCc2ccccc21)C1CCCCC1 (stereo not given)	8%	-11%	-10	-2%	-13%	-11%
COc1ccc(CNC(=O)COc2cc3c(c4oc(=O)cc(C)c24)CCC(C)(C)O3)cc1	8%	-11%	14	3%	-16%	7.1µM*
COc1ccccc1C(=O)NNC1=C(C(=O)C(F)(F)F)CCC1	0%	3%	-100*	1%	?	?
CSc1ccc(CN(C)Cc2cc(=O)oc3c(C)c(C)ccc23)cc1	15%	-5%	-31	4%	-5%	?
Cc1ccc2ncc(S(=O)(=O)c3ccccc3)c(N3CCCCC3C)c2c1 (stereo not given)	-6%	?	?	3%	-15%&3%	-28%
CCCN1C(=O)SC(CC(=O)Nc2ccccc2)C1=O (stereo not given)	2%	-12%	?	1%	1%	25%
Cc1ccc(C(=O)N/N=C/c2ccc(-c3cccc(Cl)c3)o2)cn1	8%	9%	-37	0%	7%	?
COc1ccc(Oc2ccccc2/C=N/O)cc1	-3%	2%	-38	9%	10%	?
CSc1cccc(NC(=O)c2cccc3cccnc23)c1	-13%	-9%	99	5%	-6%	?
COc1ccc(-c2c(C)oc3c(CN4CCOCC4)c(O)ccc3c2=O)cc1	0%	6%	2	0%	-6%	2%
COc1cc(C2C(C#N)=C(C)NC3=C2C(=O)CC(C)(C)C3)cc(OC)c1O (stereo not given)	-1%	-9%	-61*	?	-4%	-21%
CCCn1cc2c(c1-c1cccc(C)c1)c(=O)n(C)c(=O)n2C	-1%	2%	-11	0%	-20%	?
Cc1cccc(Cn2cc(S(=O)(=O)c3ccccc3)c(=O)c3cc(F)c(N4CCOCC4)cc32)c1	·	5%	-21	·	-1%	·
CCOC(=O)c1ccc(NC(=S)N(CCN2CCCCCC2)Cc2ccco2)cc1	-2%	-6%	3	2%	15%	?
CNC(=O)C1C2C=CC3(O2)C1C(=O)N(CCOC)C3C(=O)NCc1ccc(OC)cc1 (stereo not given)	6%	-11%	62	7%	-6%	33%[activator]

Another view of 3 compounds above.
| Structure | AMA1 RON2 block | AmpC detergent | HCMV antiviral | FBPA Giardia inh | Sm TGR block | HCV inh |
| --- | --- | --- | --- | --- | --- | --- |
| Cc1ccc2ncc(S(=O)(=O)c3ccccc3)c(N3CCCCC3C)c2c1 (stereo not given) | -6% | ? | ? | 3% | -15%&3% | -28% |
| CCCN1C(=O)SC(CC(=O)Nc2ccccc2)C1=O (stereo not given) | 2% | -12% | ? | 1% | 1% | 25% |
| Cc1ccc(C(=O)N/N=C/c2ccc(-c3cccc(Cl)c3)o2)cn1 | 8% | 9% | -37 | 0% | 7% | ? |

Next part
SMILES	AMA1 RON2 block	AmpC detergent	HCMV antiviral	FBPA Giardia inh	Sm TGR block	HCV inh
CCS(=O)(=O)c1nc(S(=O)(=O)c2ccc(Cl)cc2)c(NCc2ccccc2Cl)s1	·	21%	-14	·	-11%	·
Cc1ccc(OCc2cc(C(=O)N(C)CCc3ccccn3)no2)cn1	18%	-6%	-63*	·	0%	-6%
NC(=O)COC(=O)c1ccc(-c2ccccc2)cc1	-6%	-3%	-62*	5%	-3%	7%
COc1cn(-c2ccccc2)nc1C(=O)Nc1ccc(C)cc1Cl	-2%	0%	11	-8%	-23%	?
O=C(c1ccc(NC2=NC3CS(=O)(=O)CC3S2)cc1)N1CCN(c2ccc(F)cc2)CC1 (stereo not given)	4%	?	2	5%	-22%	5%
COc1ccc(/C=N/NC(=O)c2ccoc2C)cc1CN1CCN(c2ccc(F)cc2)CC1	-3%	-7%	6	18%	-2%	?
COc1ccc(S(=O)(=O)N2CCN(C)CC2c2ccccc2)cc1 (stereo not given)	-11%	-19%	-11	·	-2%	-8%
CC(=O)Nc1nc(N(C)C)nc(N(C)C)n1	-13%	-4%	-24	4%	2%	-5%
CCc1cc(=O)oc2c(C)c(O)c(CN(C)C)cc12	5%	?	-17	-3%	-13%	0%
O=C(O)Cc1c(O)ccc2ccccc12	7%	0%	2	-2%	-16%	12%
O=C(Nc1nc(-c2ccccc2)cs1)c1ccccc1F	25%	1%	28	4%	4%	-4%
O=C(c1cc2cc(F)ccc2[nH]1)N1CCC2(CC1)OCCO2	5%	-1%	0	·	-2%	14%
COc1ccc(CC(=O)Nc2ccc(C(=O)NC(C)(C)C)cc2)cc1	-2%	?	35	5%	-2%	0%
Cc1ccc2c(=O)cc(C(=O)Nc3ccc(S(=O)(=O)N4CCCCC4C)cc3)oc2c1C (stereo not given)	·	16%	3	·	13%	·
Cc1cc(C)c(C)c(S(=O)(=O)Nc2ccc(C(=O)N3CCCC3)cc2)c1C	-7%	?	7	6%	1%	-1%
CC(=O)N=c1c(C#N)cc2c(=O)n3cccc(C)c3nc2n1Cc1ccco1	-9%	2%	?	-1%	28µM*	11µM*
CCN(c1ccccc1)S(=O)(=O)c1ccc2[nH]cc(C(=O)N3CCOCC3)c(=O)c2c1	7%	?	-15	-1%	-22%	4%&-2%
COCCN(C(=O)Cc1cccs1)C(C(=O)NCc1ccc(OC)cc1)c1ccc(OC)cc1 (stereo not given)	3%	-10%	25	-1%	-4%	7%
CC1C(=O)N2CCCc3cc(NC(=O)C(=O)NCCc4ccccc4)cc1c32 (stereo not given)	-15%	2%	-14	·	14%	10%
Cc1ccc(S(=O)(=O)CC(=O)N2CCN(c3ccc(F)cc3)CC2)cc1	8%	4%	?	·	-23%	7%

A draw from above in order of count of non-hydrogen atoms, highest first.
SMILES	AMA1 RON2 block	AmpC detergent	HCMV antiviral	FBPA Giardia inh	Sm TGR block	HCV inh
COCCN(C(=O)Cc1cccs1)C(C(=O)NCc1ccc(OC)cc1)c1ccc(OC)cc1 (stereo not given)	3%	-10%	25	-1%	-4%	7%
COc1ccc(/C=N/NC(=O)c2ccoc2C)cc1CN1CCN(c2ccc(F)cc2)CC1	-3%	-7%	6	18%	-2%	?
O=C(c1cc2cc(F)ccc2[nH]1)N1CCC2(CC1)OCCO2	5%	-1%	0	·	-2%	14%
CCc1cc(=O)oc2c(C)c(O)c(CN(C)C)cc12	5%	?	-17	-3%	-13%	0%

(further entries)
SMILES	AMA1 RON2 block	AmpC detergent	HCMV antiviral	FBPA Giardia inh	Sm TGR block	HCV inh
O=C(COC(=O)c1ccc(Br)c(S(=O)(=O)N2CCOCC2)c1)NC1CC1	-4%	·	3	·	·	1%
Cc1cccc(C)c1NC(=S)N1CCC(N(C)CC2CCCO2)CC1 (stereo not given)	-3%	5%	-13	2%	-18%	21%
CC(=O)c1ccc(NC(=O)COC(=O)CCc2ccc(S(=O)(=O)N3CCOCC3)cc2)cc1	-1%	-1%	-3	8%	-14%	16%
Cc1cc(NC(=O)COC(=O)c2cc3c(s2)CCC(C)C3)no1 (stereo not given)	-1%	-6%	46	0%	0%	-13%
Cc1ccc(C(=O)OCC(=O)Nc2ncc(Cl)cc2Cl)cc1NC(=O)c1ccco1	-18%	6%	11	2%	45µM*	-1%
Cc1ccn2cc(CSc3ccccc3N)nc2c1	-16%	-6%	76	1%	-30%	20%
O=C1CCn2nc(-c3ccc(Cl)cc3)cc2N1	-9%	2%	49	4%	9%	16%
CCC(CC)c1nn2cc(-c3ccccc3)nc2s1	·	6%	-22	·	13%	·
CCOC(=O)c1c(N)sc(C(=O)N2CCCC(C(N)=O)C2)c1C (stereo not given)	-1%	·	38	·	·	18%
CCOC(=O)c1c(C)oc2nc(C)nc(NCC3CCN(Cc4ccc(Cl)cc4)CC3)c12	·	24%	-8	·	1%	·
COc1cc(C2C(C#N)=C(N)Oc3cc(N(C)C)ccc32)cc2c1OCO2 (stereo not given)	-19%	2%	-78*	-9%	0%	16%
Nn1c(SCC(=O)NCCc2ccc(S(N)(=O)=O)cc2)nnc1C1CCCCC1	14%	·	-30	·	·	9%
CCCC(C)C(=O)OCC(=O)Nc1c(Br)cc(C)cc1Br (stereo not given)	13%	-4%	-16	1%	2%	30%[activator]
CC1(C)CC(=O)C=C(Nc2ccc(C(=O)O)cc2)C1	15%	3%	4	-2%	-5%	17%
CC(=O)/C(C#N)=C1\NC(=O)C(Cc2ccc(C)c(C)c2)S1 (stereo not given)	-1%	-6%	-95*	28%	0%	6%
C=CC[C@@H](CC(=O)OC(C)(C)C)C(=O)OC[C@@H]1CCCN1C(=O)[C@@H](CC=C)CC(=O)N[C@@H](CO)Cc1ccccc1	7%	·	-12	·	·	-4%
O=c1[nH]c2ccccc2c(O)c1-c1ccccc1[N+](=O)[O-]	-3%	1%	-17	-5%	-5%[57.1 µM]	7%
C=CCn1c(NC(=O)c2ccco2)c(S(=O)(=O)c2ccccc2)c2nc3ccccc3nc21	·	?	·	?	45µM*	·
Cc1ccc(C(=O)NC2CCCc3c2cnn3-c2ccc(F)cc2F)cn1 (stereo not given)	·	-4%	-86*	·	-1%	·
O=C(c1cccnc1)N1CCN(C(=O)c2cccc(Cl)c2)CC1	30%[activator]	-5%	27	2%	-15%	13%
Cc1ccc(C(=O)COC(=O)C(C)N2C(=O)C3C4CCC(C4)C3C2=O)cc1 (stereo not given)	-6%	-6%	2	4%	2%	11%
Cc1nnc(SCC(=O)N2CCN(S(=O)(=O)c3ccccc3)CC2)s1	-9%	-1%	-36	5%	1%	27%
OC(Cn1cccn1)c1ccccc1 (stereo not given)	0%	3%	-4	3%	3%	13%
O=C(/C=C/c1ccccc1)Nc1nnc(SCC(=O)c2ccc3ccccc3c2)s1	1%	?	-39	1%	-11%	-2%
CC1CC(C)(C)NC(=S)N1CCCC(=O)Nc1ccc(Br)cc1 (stereo not given)	2%	1%	-38	0%	5%	9%
O=C(NCc1ccccn1)C(=O)NCC1OCCCN1S(=O)(=O)c1cc(F)ccc1F (stereo not given)	31%[activator]	3%	-22	·	4%	·
Cc1c(C(N)=O)sc2ncn(CC(=O)N(C)C3CCCCC3)c(=O)c12	-14%	4%	-2	3%	6%	8%
Cc1cccc(NC2=C(Cl)C(=O)OC2OC(C)C)c1 (stereo not given)	9%	6%	126	4%	-1%	-10%
O=C1CN(C(=O)COc2ccc(Cl)cc2Cl)C(c2ccccc2)c2cc(F)ccc2N1 (stereo not given)	·	7%	?	·	6%	·
COc1ccc(OC)c(C2=NO[C@@H]3C(=O)N(c4cc(Cl)ccc4OC)C(=O)[C@H]23)c1	4%	-5%	-22	-1%	?	-13%
CS(=O)(=O)c1cnc(-c2ccccc2)nc1Oc1ccc(Cl)cc1	-4%	3%	-40	-5%	-5%	?
